# TNF necrop inh: inhibitors of TNF-alpha triggered necroptosis, primary screen, cell-based, Jurkat FADD-/-, single concentration. Jurkat FADD-/- TNF necroptosis rescue, ATP luminescence, 24 h; 0 = TNF only, 100 = no-TNF cells. activation (protection from cell death), % at 10 µM. actives 0.068% (n = 220,000). AID 463075, 2010;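 active means activation, meaning protection from cell death, of at least 50% relative to plate controls; inactive means activation below 50%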;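 further: necroptosis triggered by 40 ng/mL TNF-alpha added together with compound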
# PPC-1+TRAIL kill: compounds killing PPC-1 cancer cells with TRAIL present, primary screen, TRAIL potentiator project, ATPLite luminescence, uHTS; cell killing (% activity), % at 4 µM; AID 1443, 2008; actives 0.41% (n = 220,000); PPC-1 cells + TRAIL, ATPLite viability luminescence;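 active means cell killing above 50% in the first pass at 4 µM, then a duplicate retest at 5 µM averaging 50% or more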;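 further: plate controls were cells with TRAIL plus DMSO for no effect and medium-only wells lacking cells for full effect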
# zVAD death inh: inhibitors of zVAD-triggered necroptosis, primary screen, L929 cells; L929 zVAD necroptosis rescue, ATP luminescence, 24 h; with zVAD 60 µM; viability rescue, % at 10 µM; actives 0.38% (n = 220,000); AID 1377, 2008;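 active means activation, scaled between plate controls, above about 75%, limit read from the data; inactive means activation under that limit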;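 further: 0% = zVAD with DMSO and 100% = DMSO alone without zVAD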
# FXIa inh: human FXIa protease inhibitors, primary screen, biochemical, 1536-well; Coagulation factor XI (Homo sapiens), P03951; purified FXIa, Boc-Glu-Ala-Arg-AMC fluorogenic substrate; inhibition, % at 5 µM; actives 0.14% (n = 220,000);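 active means inhibition of at least 40%; inactive means inhibition below 40%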;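 further: fluorescence of freed AMC excited at 355 nm; 0% = enzyme without compound and 100% = no enzyme blank; many of its hits are not listed in these tables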
# EP2 antag: human EP2 receptor antagonists, primary screen, TR-FRET cAMP, C6 glioma cells; C6 glioma cells expressing human EP2; cells stimulated with saturating PGE2; actives 0.52% (n = 260,000); inhibition, % at 25 µM;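 active means percent inhibition above 40 after rounding to a whole number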;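 further: rat C6 glioma host cells with rolipram phosphodiesterase inhibitor present; the protocol text gives 20 µM as final concentration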
# Target sequence (P43116 whole entry, looked up): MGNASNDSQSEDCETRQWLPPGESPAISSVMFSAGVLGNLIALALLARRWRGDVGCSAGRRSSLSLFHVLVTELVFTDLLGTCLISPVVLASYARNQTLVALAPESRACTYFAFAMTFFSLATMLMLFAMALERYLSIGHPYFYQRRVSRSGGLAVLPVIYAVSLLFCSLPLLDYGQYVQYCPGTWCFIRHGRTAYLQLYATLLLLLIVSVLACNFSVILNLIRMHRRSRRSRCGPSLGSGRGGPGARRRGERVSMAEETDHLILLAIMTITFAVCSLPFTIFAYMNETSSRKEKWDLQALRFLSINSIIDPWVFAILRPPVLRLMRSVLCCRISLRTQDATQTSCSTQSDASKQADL
# Tb hexokinase: Trypanosoma brucei hexokinase 1 inhibitors, primary screen, biochemical, G6PDH-coupled NADH absorbance, MLSCN library; actives 0.11% (n = 220,000); recombinant TbHK1, G6PDH-coupled NADH A340; inhibition, % at 10 µM; hexokinase 1 [Trypanosoma brucei];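 active means inhibition of 50% or more in the single-dose primary screen; inactive means inhibition below 50%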
# CHOP inhibitor: inhibitors of CHOP promoter induction, primary screen, cell-based, unfolded protein response, luciferase reporter. CHO-K1 CHOP-promoter luciferase, tunicamycin-induced, 15-18 h. inhibition, % at 10 µM. actives 3.8% (n = 220,000);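 active means compounds that reduced the stress-induced luciferase reporter signal by more than about 70% of percent inhibition, limit read from the data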;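 further: 0% = tunicamycin plus vehicle and 100% = wells without tunicamycin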
# FXIIa inh 1536: human FXIIa protease inhibitors, primary screen, biochemical, 1536-well. purified FXIIa, Boc-QGR-AMC fluorogenic substrate, 2 h. actives 0.3% (n = 220,000). inhibition, % at 5 µM. Coagulation factor XII (Homo sapiens), P00748; in the data active means inhibition above about 40%;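 further: 0% = enzyme with no compound and 100% = blank without enzyme; many of its hits are not listed in these tables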
# Wee1 stabilizer: Wee1 degradation inhibitors, primary screen, cell-based, HeLa, Wee1K328M-luciferase, luminescence. reporter increase, % at 5 µM. AID 1321, 2008. HeLa Luc-Wee1K328M stability; 100% = proteasome inhibitor MG132 effect. actives 1.2% (n = 220,000). Wee1-like protein kinase (Homo sapiens), P30291;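 active means activation above the mean of all tested compounds plus 3 SD, set per screening run, cut at about 8.8% in these data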;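 further: cells exposed to compound for 20 h before luminescence read; 0% = DMSO alone and 100% = MG132 at 30 µM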
# Target sequence (P30291 whole entry K328M): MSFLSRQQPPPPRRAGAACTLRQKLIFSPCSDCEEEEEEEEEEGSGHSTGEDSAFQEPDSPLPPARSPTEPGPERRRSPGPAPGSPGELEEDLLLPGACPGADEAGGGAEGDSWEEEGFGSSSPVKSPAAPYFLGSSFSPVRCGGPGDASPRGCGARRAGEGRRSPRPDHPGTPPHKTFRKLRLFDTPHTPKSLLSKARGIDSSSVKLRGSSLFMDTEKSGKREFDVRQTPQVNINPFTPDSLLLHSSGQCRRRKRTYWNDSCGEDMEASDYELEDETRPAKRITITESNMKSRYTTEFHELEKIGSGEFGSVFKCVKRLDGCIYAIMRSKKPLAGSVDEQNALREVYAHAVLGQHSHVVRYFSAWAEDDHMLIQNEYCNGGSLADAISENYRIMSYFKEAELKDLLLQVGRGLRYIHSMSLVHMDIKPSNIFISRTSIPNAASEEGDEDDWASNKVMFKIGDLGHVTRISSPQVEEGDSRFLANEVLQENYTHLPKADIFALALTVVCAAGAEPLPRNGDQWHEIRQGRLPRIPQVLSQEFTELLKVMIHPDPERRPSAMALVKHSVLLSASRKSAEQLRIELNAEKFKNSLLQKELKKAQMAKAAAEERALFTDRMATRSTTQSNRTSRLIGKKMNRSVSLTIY
# * = called active by the depositor; x = no result given; & = joins results of further samples.
SMILES,TNF necrop inh,PPC-1+TRAIL kill,zVAD death inh,FXIa inh,EP2 antag,Tb hexokinase,CHOP inhibitor,FXIIa inh 1536,Wee1 stabilizer
COc1ccc2c(CN(C)c3ccccc3)cc(=O)oc2c1,-5.6,31,-0.4,9,7,-11,20,18,-4
CCOC(=O)c1c(N)sc2c1CCC(C)C2 (stereo not given),-3.1,28,-0.3,-1,9,8,26,9,-4
CCN(C(=O)CSc1nnc(C)n1Cc1ccccc1)C1CCS(=O)(=O)C1 (stereo not given),0.1,4,-0.7,15,0,5,-12,14,13*
S=C1N(c2ccccc2)CN(CCN2CCOCC2)CN1c1ccccc1,0.1,7,-0.8,1,14,-12,-2,10,4
CCOC(=O)c1ccc(NC(=O)Cc2coc3cc4c(cc23)CCC4)cc1,2.8,0,0.8,5,5,30,77*,4,-2
CC(C)(C)NC(=O)COC(=O)CCC(=O)c1ccc(F)cc1,0.1,3,-0.2,32,89*,8,-8,25,-3
Cc1nn(Cc2ccccc2Cl)c(C)c1C(=O)N1CCN(c2ccccc2)CC1,0.8,18,-0.2,-9,10,20,0,6,1
Cc1ccc(-c2noc(-c3cccs3)n2)cc1,2.4,22,1.7,8,4,-3,2,14,1
Cc1ccc(OCC(=O)OCCN2C(=O)c3ccccc3C2=O)cc1C,0.4,1,x,-9,8,5,10,-1,3
O=C(Nc1cccc(C(=O)N2CCCCCC2)c1)c1ccco1,-0.5,0,-0.8,-1,16,-8,9,18,0
CCC(C)Nc1nc2c(c(=O)[nH]c(=O)n2C)n1CCC(C)C (stereo not given),-0.5,28,0.8,1,15,6,-18,-3,2
CCOc1ccccc1N1CN(CC)CNC1=S,-2.4,-11,0.0,-2,12,3,4,12,1
O=C(CNC(=O)C(c1ccccc1)c1ccccc1)N/N=C/c1cccnc1,2.4,-3,0.4,2,3,-6,-9,10,7
Cc1ccc(NC(=O)C(=O)C2C(=O)Nc3ccccc32)cc1 (stereo not given),0.8,20,-0.8,-6,5,-29,-17,4,1
C[C@]12CCC(=O)C=C1CC[C@@H]1[C@@H]2C(=O)C[C@@]2(C)[C@H]1CC[C@]2(O)C(=O)CO,0.4,12,1.5,2,12&10,-3,7&-6,9,-3
COc1ccccc1CNC(=O)c1cnn2c(C(F)F)cc(C)nc12,-0.6,-14,-0.8,-15,25,-6,44,7,-2
CCOc1ccc(C(F)(F)F)cc1NC(C)=O,0.3,47,-0.2,-7,15,-1,6,6,-4
COCCOC(=O)C1=C(N)OC2=C(C(=O)CC(C)(C)C2)C1c1ccncc1 (stereo not given),-0.3,20,-0.5,-6,6,-2,-7,8,-3
CC(=O)NC1=NN(C(C)=O)C(C)(CCS(=O)(=O)c2ccc(Br)cc2)S1 (stereo not given),0.2,6,-0.1,-5,6,-5,-14,4,2
O=C1CC(C(=O)Nc2ccc(Cl)c(Cl)c2)S/C(=N\N=C\c2ccco2)N1 (stereo not given),1.3,16,1.1,3,13,-6,100*,13,0
CCC(Br)C(=O)Nc1ccc(OC)cc1 (stereo not given),5.1,5,1.2,-2,4,-1,19,8,-1
O=C(OCc1nnc(-c2ccccc2)o1)c1cc(S(=O)(=O)N2CCOCC2)c(Cl)cc1Cl,-3.3,11,-0.2,7,17,1,-13,8,3
O=C(NCCc1csc(-c2ccccc2)n1)c1ccco1,0.6,-12,-0.3,3,11,-2,15,8,-3
Cc1ccc(S(=O)(=O)Nc2nc(C)c(C(=O)NN)s2)cc1,3.7,-10,0.5,3,4,-12,3,10,-3
O=C(N/N=C/C=C/c1ccc2c(c1)OCO2)C(O)c1ccccc1 (stereo not given),1.0,15,2.6,4,8,-76,-15,12,-1
Clc1ccc2nc(N3CCNCC3)nc(-c3ccccc3)c2c1,-13,10,-0.4,-5,11,12,x,-11,2
COc1ccc(Br)cc1CN1CCCC(C(=O)N2CCCCCC2)C1 (stereo not given),0.1,11,-0.8,18,18,5,2,15,0
CCN(CC)S(=O)(=O)c1cccc(-c2cn3cccnc3n2)c1,0.9,15,0.1,-2,9,-27,21,-5,1
CN(C)S(=O)(=O)N1CCN(S(=O)(=O)N(C)C)CC1,2.3,8,0.5,4,4,-4,16,-14,1
CCOc1ccc(C(=O)NCC(=O)OCC(=O)Nc2ccccc2OC)cc1,1.1,9,-0.2,8,10,-1,2,13,-2
OC1CN=C2C=CC=CN2C1 (stereo not given),-0.4,7,1.0,2,8&10,-4,4,14,-1
COc1cc(NC(=O)CSc2nc(C)cc(C)n2)cc(OC)c1OC,0.0,1,1.2,-7,14,-3,21,-8,-1
CC1(C)CC(N=C2C([N+](=O)[O-])=CC=C3C2=NC2(CCCCC2)N3O)CC(C)(C)N1,-2.8,5,1.0,3,10,-32,0,4,-4
O=[N+]([O-])c1ccc(N2CCCCC2)nc1N1CCCCC1,-0.9,8,0.2,-1,4,-15,-8,10,4
NNC(=O)CN1CCCc2ccccc21,-0.5,45,0.2,0,8,7,-7,9,5
COc1ccccc1N(Cc1cc(=O)[nH]c2ccccc12)C(=O)c1cccc([N+](=O)[O-])c1,1.6,-4,0.0,0,5,-19,13,1,3
Cc1cccc(C)c1NC(=O)CSc1nnc(C)c(=O)[nH]1,-0.1,0,2.0,-4,14,-1,9,9,4
COc1cccc(NC(=O)c2ccn(C)n2)c1,-1.4,-7,0.4,10,9,4,-41,11,1
COc1ccc(NC(=O)c2ccccc2CC[N+](=O)[O-])cc1,2.4,4,0.8,-5,18,-7,7,1,-1
COCCn1c(N)c(N(Cc2ccccc2)C(=O)c2ccc(C#N)cc2)c(=O)[nH]c1=O,0.7,6,0.6,-1,8,-4,11,8,0

# Reprinted from the part before: 2 compounds, then new ones.
SMILES,TNF necrop inh,PPC-1+TRAIL kill,zVAD death inh,FXIa inh,EP2 antag,Tb hexokinase,CHOP inhibitor,FXIIa inh 1536,Wee1 stabilizer
COc1ccc(NC(=O)c2ccccc2CC[N+](=O)[O-])cc1,2.4,4,0.8,-5,18,-7,7,1,-1
COCCn1c(N)c(N(Cc2ccccc2)C(=O)c2ccc(C#N)cc2)c(=O)[nH]c1=O,0.7,6,0.6,-1,8,-4,11,8,0
Cc1cc([N+](=O)[O-])nn1CC(=O)N1CCCc2ccccc21,2.5,-6,x,-4,8,0,9,6,-3
COc1ccc(OC)c(NC(=O)c2cc3n(n2)C(C(F)(F)F)CC(c2ccc4c(c2)OCO4)N3)c1 (stereo not given),-4.2,x,11,x,5,-12,x,x,-2
COC(=O)/C(=C\c1c[nH]c2ccccc12)NC(C)=O,-0.8,26,0.9,4,7,-42,0,9,1
Cc1nn(Cc2ccc(Cl)cc2)c(C)c1NC(=O)CCCn1nc(C)c([N+](=O)[O-])c1C,0.8,5,-0.2,9,6,24,22,19,2
NC(=O)COC(=O)c1cccc(NS(=O)(=O)/C=C/c2ccccc2)c1,2.4,-2,-0.1,7,7,-3,2,5,0
COc1ccc(NC(=O)N2CCN(c3nc4ccccc4n3C(C)C)CC2)cc1,-0.1,x,0.5,0,5&9,3,17,9,-1
CCOC(=O)c1c(C)[nH]c(C(=O)C(C)OC(=O)c2oc3ccccc3c2COC)c1C (stereo not given),0.5,14,0.0,-3,14,-4,8,3,-2
CCc1ccc(N2CCN(C(=O)N3CCOCC3)CC2)cc1,-0.2,11,0.2,-4,5,-5,12,x,-2
CC(C)COC(=O)N1CC(O)CC1C(=O)O (stereo not given),1.4,10,2.3,-5,4,-4,-22,-8,2
COc1ccc(CCN(C(=O)C(F)(F)F)C(C(=O)NC2CCCCC2)c2ccc(C)s2)cc1OC (stereo not given),-5.7,-1,-0.4,-2,11,0,36,20,-1
COC(=O)C1(O)CC(C(C)C)=NN1C(=O)c1ccccc1 (stereo not given),2.7,10,1.9,-1,5,-6,0,6,0
CCc1ccc(N(C(=O)c2csnn2)C(C(=O)NC(C)(C)C)c2ccccn2)cc1 (stereo not given),-0.3,3,0.6,-3,9,-5,-12,4,0
c1ccc(CN2c3ccccc3-c3nc4ccccc4n3C2c2ccccn2)cc1 (stereo not given),-2.0,20,-0.4,-9,0,-6,33,-4,-3
COc1cc(C2CC(=O)c3cnc(N)nc3C2)cc(OC)c1OC (stereo not given),-0.9,18,-0.7,3,5,4,4,14,0
CS(=O)(=O)Nc1ccccc1C(=O)N1CCN(c2ccccc2)CC1,0.5,0,0.2,-5,x,-3,5,-7,1
COc1ccc(-c2coc3cc4oc(=O)cc(-c5ccccc5)c4cc23)cc1F,-4.9,6,0.1,2,8,-4,-15,1,-2
O=C(NCCCl)NNC(=O)c1cc2ccccc2cc1O,0.4,2,0.7,-3,13,-15,17,4,-4
N#CC1=C(N)NC(=S)C(C(N)=O)C1c1ccccc1F (stereo not given),-5.3,-2,-0.3,2,5,-25,-8,4,2
Cc1cccc(CN2CCCC(C(=O)N3CCc4ccccc4C3)C2)c1 (stereo not given),1.8,19,1.5,3,5,-1,18,15,-1
CCOc1cc(C(=S)N2CCCCC2)ccc1OS(=O)(=O)c1ccc(Cl)cc1,-4.3,4,-0.1,-3,0,3,-15,-2,-2
O=C(OCc1nnc(-c2ccc(Cl)cc2)o1)c1ccc(O)cc1,0.5,16,2.2,1,1,3,20,11,-3
COc1ccc(NC(=S)Nc2ccc(OCc3ccccc3)cc2)c(OC)c1,-2.5,2,-0.6,0,17,0,15,3,-2
N#Cc1c(NC(=O)CSc2nc(-c3ccco3)cc(C(F)(F)F)n2)sc2c1CCCC2,0.5,15,-0.4,2,20,2,64,8,-1
COc1cc(C)c(NC(c2ccccc2)c2ccccc2)cc1OC,-0.4,11,-0.4,-9,4,-3,11,0,-1
C=CCn1c(SCC(=O)Nc2c(C)n(C)n(-c3ccccc3)c2=O)nc2scc(-c3ccccc3)c2c1=O,-3.9,23,-0.6,4,4,-20,35,15,-1
C=CCc1c(C)nc(-c2ccccc2)nc1N/N=C(\C)c1ccccc1,1.7,9,5.0,-5,14,-8,22,8,-2
FC(F)(F)Oc1ccc(NC(=S)NCCCN2CCOCC2)cc1,1.0,8,0.4,-2,4,1,13,1,4
CCOC(=O)CSc1nc(C)c(CC)c(C)c1C(N)=O,0.6,5,7.2,-5,5,-2,20,x,1
Cc1csc(SC(C)C(=O)NCC(=O)Nc2ccc(F)c(F)c2F)n1 (stereo not given),-0.8,11,0.6,12,6,0,3,6,-3
CCOc1ccc(NC(=O)CSc2n[nH]c(=O)n2-c2ccccc2)cc1,-0.9,14,0.0,-1,8,7,-5,9,-1
Cc1cccc(-c2c3c(=O)n(C)c(=O)n(C)c3cn2CC2CCCO2)c1 (stereo not given),-3.9,3,-0.2,-2,9,-4,59,17,1
O=C1c2cccc3cccc(c23)C(=O)N1Nc1ccccc1,-0.1,14,0.1,-5,9,-26,13,3,-1

# Record cards, as listed above.
# Record of C=CCn1c(SCC(=O)Nc2c(C)n(C)n(-c3ccccc3)c2=O)nc2scc(-c3ccccc3)c2c1=O → TNF necrop inh: -3.9; PPC-1+TRAIL kill: 23; zVAD death inh: -0.6; FXIa inh: 4; EP2 antag: 4; Tb hexokinase: -20; CHOP inhibitor: 35; FXIIa inh 1536: 15; Wee1 stabilizer: -1
# Record of C=CCc1c(C)nc(-c2ccccc2)nc1N/N=C(\C)c1ccccc1 → TNF necrop inh: 1.7; PPC-1+TRAIL kill: 9; zVAD death inh: 5.0; FXIa inh: -5; EP2 antag: 14; Tb hexokinase: -8; CHOP inhibitor: 22; FXIIa inh 1536: 8; Wee1 stabilizer: -2

# Not all compounds are listed. The share of hits here may be higher or lower than overall.
